# High-throughput results deposited in PubChem BioAssay by several laboratories.
# CRFR2-BP ag = agonists of human CRF-binding protein/CRF-R2 receptor complex. HEK293 CRF-R2/CRF-BP, calcium dye fluorescence (FLIPR); percent of saturating CRF peptide response. activation, % at 13.2 µM. 0.46% of 350,000 active;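 active = activation of at least 50%, plus an integration ratio under a set limit after plate pattern correction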;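 note: plate controls were neutral control wells without compound for no effect and CRF at EC100 for full effect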
# p-CIP stab down = lowers stability of the mouse p/CIP coactivator protein | 0.01% of 290,000 active | Q05BA5 | decrease of EGFP signal, % at 10 µM | F442A p/CIP-EGFP cells, EGFP fluorescence, 16 h | AID 1984;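 active = EGFP signal decrease of at least 30% at 10 µM or well 3 SD below plate mean, unless failing retest; inactive = the rest, including hits failing retest or dose response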; note: some compounds called inactive have numbers as strong as hits; many of its hits are not listed in these tables
# MEKK3 PB1 HTS = MEKK3-MEK5 PB1 interaction, increase or decrease; bead-based flow cytometry, Alexa488-MEK5 binding to MEKK3; actives lie on both sides; 0 = blocked by unlabeled MEK5, 100 = vehicle; binding response (% of control), % at 10 µM; 1.4% of 290,000 active; AID 1529;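 active = binding response more than 3 SD above or below the average of its plate-row segment, actives on both sides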;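 note: Alexa488 bead fluorescence after subtracting the streptavidin-only scavenger bead signal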
# PHOSPHO1 inh = blocks human PHOSPHO1 phosphatase activity; 1.1% of 290,000 active; AID 1565; Q8TCT1; inhibition, % at 13.3 µM; recombinant PHOSPHO1, absorbance phosphatase assay; in the data active = inhibition above about 60%
# M4 PAM = potentiates acetylcholine response at human M4 receptor | CHO-K1 hM4/Gqi5, Fluo-8 calcium fluorescence, ACh EC20; 0% = ACh EC20, 100% = maximal ACh | P08173 | 0.4% of 360,000 active | activation, % at 3 µM;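 active = activation above its plate's cutoff, the mean activation of sample wells plus 3 SD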; note: some results filed as inactive read as strong as hits
# IDE cell inh = inhibitors of human insulin-degrading enzyme in cells; P14735; 0.41% of 320,000 active; inhibition, % at 5.59 µM; HEK cells, FAbetaB cleavage, fluorescence polarization;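 active = percent inhibition above the average of all tested compounds plus 3 SD, set per screening campaign, cut at about 16% in these data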;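 note: IDE supplied by intact live HEK cells; FP after avidin binding of uncleaved biotin substrate so inhibition keeps polarization high; 0% = DMSO wells and 100% = 60 µM reference IDE inhibitor Ii1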
# Target sequence (P14735 whole entry, looked up): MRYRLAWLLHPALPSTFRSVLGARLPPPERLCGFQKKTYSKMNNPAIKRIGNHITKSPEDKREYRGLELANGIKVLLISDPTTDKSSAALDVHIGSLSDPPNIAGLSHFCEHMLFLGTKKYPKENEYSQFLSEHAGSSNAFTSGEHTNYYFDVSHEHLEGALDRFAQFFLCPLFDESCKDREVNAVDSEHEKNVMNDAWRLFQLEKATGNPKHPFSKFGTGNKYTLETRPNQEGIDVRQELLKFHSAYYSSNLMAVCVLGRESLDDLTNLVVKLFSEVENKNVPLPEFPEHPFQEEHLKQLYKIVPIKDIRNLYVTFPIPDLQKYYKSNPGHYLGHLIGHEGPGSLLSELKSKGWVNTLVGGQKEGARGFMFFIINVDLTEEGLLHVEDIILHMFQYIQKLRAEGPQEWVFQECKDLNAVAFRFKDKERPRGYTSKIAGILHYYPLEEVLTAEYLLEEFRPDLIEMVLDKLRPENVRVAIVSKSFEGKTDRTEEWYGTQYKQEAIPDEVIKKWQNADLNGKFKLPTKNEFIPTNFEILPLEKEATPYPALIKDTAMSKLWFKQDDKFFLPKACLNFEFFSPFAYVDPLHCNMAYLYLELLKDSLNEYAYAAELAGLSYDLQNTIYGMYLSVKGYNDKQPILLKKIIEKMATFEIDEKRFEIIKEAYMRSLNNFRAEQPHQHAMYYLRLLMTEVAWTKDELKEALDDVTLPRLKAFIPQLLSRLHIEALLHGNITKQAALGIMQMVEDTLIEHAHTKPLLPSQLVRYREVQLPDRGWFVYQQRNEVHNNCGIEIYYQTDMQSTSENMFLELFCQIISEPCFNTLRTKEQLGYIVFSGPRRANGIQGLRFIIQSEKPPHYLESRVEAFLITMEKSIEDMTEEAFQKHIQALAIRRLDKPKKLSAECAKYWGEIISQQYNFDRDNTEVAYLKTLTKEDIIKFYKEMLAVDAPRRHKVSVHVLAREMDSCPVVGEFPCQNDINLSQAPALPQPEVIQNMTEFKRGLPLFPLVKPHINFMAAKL
# GalR3 antag = human GalR3 antagonism | inhibition, % at 3 µM | HEK293 GalR3-CNG cAMP membrane potential fluorescence; galR3 body fused to GalR1 C-terminus | 0.44% of 360,000 active | AID 651719 | O60755;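 active = inhibition above the screen-wide average plus 3 SD, cut at about 13% in these data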;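 note: forskolin and galanin both at EC90 stimulate the cells; cAMP rise reported by CNG channel membrane potential dye signal; 0% = forskolin plus galanin with DMSO and 100% = forskolin alone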
# CRFR2-BP antag = antagonists of CRF-binding protein/CRF-R2 receptor complex | HEK293 CRF-R2/CRF-BP, CRF-induced calcium fluorescence | inhibition, % at 11.8 µM | 0.59% of 350,000 active | AID 588475;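 active = inhibition of the ligand-induced calcium signal above about 50% at the single tested concentration, limit read from the data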
# IDE cell activ = activators of human insulin-degrading enzyme in cells; AID 493087; 0.073% of 340,000 active; activation, % at 5.96 µM; P14735; HEK cells, FAbeta-B cleavage, fluorescence polarization; 0% vehicle, 100% cell-free pure enzyme wells;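 active = activation above the mean of all tested compounds plus 3 SD, set per screening campaign, cut at about 17% in these data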
# * hit, by the source's call; . = no result given.
SMILES,CRFR2-BP ag,p-CIP stab down,MEKK3 PB1 HTS,PHOSPHO1 inh,M4 PAM,IDE cell inh,GalR3 antag,CRFR2-BP antag,IDE cell activ
CCCN1C(=O)c2cccc3c(N4CCCCC4)ccc(c23)C1=O,206.5*,-93.8,87.0,-1.1,-2.8,9.9,-3.8,-240.9,-48.5
CS(=O)(=O)N(CC(=O)N1CCN(Cc2ccc3c(c2)OCO3)CC1)Cc1ccc(Cl)cc1,0.3,-7.6,89.0,16.0,1.4,-1.2,-10.4,-3.9,3.4
Cc1ccc(/C=C2\SC(=S)N(CCC(=O)NNC(=O)c3ccccc3O)C2=O)cc1,0.1,12.8,101.0,16.0,11.8,4.0,0.2,-9.7,8.1
C=CCn1c(SCc2ccc(C(=O)O)cc2)nc2sc(C)c(C)c2c1=O,-0.6,-3.8,100.0,6.2,19.5,5.1,-2.1,13.6,-2.3
O=C(O)C1C2C=CC(O2)C1C(=O)NCc1ccc(Cl)cc1 (configuration not stated),-0.8,-1.0,101.0,17.6,0.6,9.2,-3.4,16.1,2.9
COc1ccc(-c2[nH]c(-c3ccccc3)nc2SCC(=O)Nc2nccs2)cc1,-1.4,-7.3,77.0,-6.1,-3.5,5.6,.,-43.5,0.5
Cc1ccc2cccc(OCC(=O)N(C)CC(=O)Nc3ccc(F)cc3)c2n1,-0.8,.,.,.,7.3,4.1,-5.6,4.2,-0.6
Cc1c(Cl)cccc1NC(=O)CN1CCN(CCN=CC2=C(O)CC(c3ccccc3)CC2=O)CC1 (configuration not stated),-1.7,-2.3,101.0,-7.5,-9.8,3.8,-2.6,7.0,-9.2
COc1cc2c(cc1OC)C(c1ccc(C(F)(F)F)cc1)CC(=O)N2 (configuration not stated),-0.4,-4.0,108.0,30.5,-7.0,0.7,-9.2,-3.9,2.2
COc1ccccc1OCC(O)Cn1c(=N)n(CCN2CCCCC2)c2ccccc21 (configuration not stated),-1.8,-7.6,102.0,6.3,-18.2,1.3,-8.9,0.6,2.0
Cc1ccc(Nc2nc(-c3ccc(S(=O)(=O)N4CCOCC4)cc3)cs2)cc1Cl,-1.6,-8.3,107.0,0.1,6.3,7.8,-4.7,-39.4,2.5
COc1ccc2c(C(=O)c3ccc(C)cc3)n(CCC(N)=O)[n+]([O-])c2c1,-0.7,-5.8,96.0,9.9,1.6,-1.2,-8.7,5.0,-2.6
CC1CCCCC1NC(=O)CN1C(=O)NC(C)(c2cc(F)ccc2F)C1=O (configuration not stated),-1.5,.,.,.,10.2,-6.7,-4.7,-3.9,1.0
CCOC(=O)c1cc(C#N)c(Oc2ccc(F)cc2)nc1-c1ccccc1,-1.9,-13.2,104.0,42.0,-10.1,2.8,-3.2,33.1,1.8
CN(C)CCNc1oc(/C=C/c2ccccc2)nc1C#N,0.2,-5.9,97.0,-0.8,6.6,-4.8,-3.2,25.9,1.8
CCOC(=O)Nc1nc(C)c(C(=O)N(C)C)s1,0.6,-2.0,79.0,15.6,-5.5,-2.7,-4.9,-12.6,0.1
O=C(O)CSc1nnc(-c2ccc(Cl)cc2Cl)n1Cc1ccccc1,-0.9,1.4,98.0,30.2,8.8,0.9,-0.3,-3.2,0.7
O=C(NCc1cccc(F)c1)C1CCC(=O)N(C2CC2)C1 (configuration not stated),0.4,-19.5,105.0,22.2,1.8,-5.3,1.6,-3.2,2.8
Cc1cccc(NC(=O)Nc2cc(C)on2)c1,-0.6,-84.2,.,6.9,1.1,-1.5,-5.5,0.1,7.2
CCOC(=O)c1c(C)[nH]c(C)c1S(=O)(=O)N(C)CC(=O)Nc1ccccc1OC,0.1,4.5,99.0,37.5,-0.9,2.9,-9.9,-4.2,0.7
COC(=O)C1C2CC3c4[nH]c5cc(OC)ccc5c4CCN3CC2CC(OC(=O)CC(C)=O)C1OC (configuration not stated),14.7,.,.,.,1.1,.,-3.0,-22.1,-4.5
CCc1ccc(-c2cnc3ccccc3n2)cc1NC(=O)CNC(=O)c1ccccc1,-1.7,10.7,100.0,45.3,-1.0,-0.5,-5.3,-5.6,-3.1
CC1CN(Cc2ccccc2)c2nc3c(c(=O)[nH]c(=O)n3C)n2C1 (configuration not stated),-0.2,1.0,97.0,46.6,19.7,4.4,-2.9,-14.0,2.1
CCCCC(NC(=O)Cc1c(C)c2cc3c4c(oc3c(C)c2oc1=O)CCCC4)C(=O)O (configuration not stated),-2.7,-5.2,101.0,22.9,2.9,2.5,-3.7,-7.0,-1.6
Cc1cccc(NC(=S)N/N=C2/CCCCc3ccccc32)c1,0.2,-0.4,102.0,-3.8,-6.8,2.1,-2.7,-11.5,5.1

# Some of the entries so far, tab-delimited.
Compound	CRFR2-BP ag	p-CIP stab down	MEKK3 PB1 HTS	PHOSPHO1 inh	M4 PAM	IDE cell inh	GalR3 antag	CRFR2-BP antag	IDE cell activ
CCc1ccc(-c2cnc3ccccc3n2)cc1NC(=O)CNC(=O)c1ccccc1	-1.7	10.7	100.0	45.3	-1.0	-0.5	-5.3	-5.6	-3.1
CC1CN(Cc2ccccc2)c2nc3c(c(=O)[nH]c(=O)n3C)n2C1 (configuration not stated)	-0.2	1.0	97.0	46.6	19.7	4.4	-2.9	-14.0	2.1

# Going on with the list:
SMILES,CRFR2-BP ag,p-CIP stab down,MEKK3 PB1 HTS,PHOSPHO1 inh,M4 PAM,IDE cell inh,GalR3 antag,CRFR2-BP antag,IDE cell activ
CCOc1ccc(NC(=O)c2cn(CC(C)C)c(=O)c3c2c2ccccc2n3C)cc1,-1.3,-3.1,82.0,-35.3,-13.3,-3.5,-0.9,4.9,2.8
COc1ccc(CN(CC(=O)NC2CCCC2)C(=O)c2ccc(-c3ccccc3)[nH]2)cc1,-0.1,10.1,106.0,15.9,-3.9,5.2,-1.3,-17.2,-5.1
O=C(CSc1nnc(NC(=O)c2ccc3c(c2)OCO3)s1)NCc1ccco1,-2.9,-0.9,100.0,48.4,-2.1,4.8,-5.5,-7.8,1.5
O=C(NNC(=O)C(Cl)Cl)c1cnn(-c2ccccc2)c1C(F)(F)F,6.8,-8.5,97.0,11.7,3.5,-1.7,-4.0,0.2,-2.9
CCCOP(=O)(c1ccc(N(C)C)cc1)C(O)c1ccc(N(C)C)cc1 (configuration not stated),-0.5,1.2,97.0,9.4,6.4,2.2,-4.8,10.8,4.4
COc1cccc(NC(=S)Nc2cccnc2)c1,0.9,8.6,94.0,-4.0,4.2,4.3,-0.2,-27.1,0.1
Nn1c(SCC(=O)Nc2cccnc2Cl)nnc1-c1ccccc1,2.7,.,.,.,19.6,1.0,.,-5.2,0.2
CC1(C)NC(=O)N(CC(O)CN2C(=O)CCC2=O)C1=O (configuration not stated),-0.6,1.6,99.0,1.8,-2.0,2.9,-6.3,8.1,-1.6
O=C1CCCCC1Sc1nnc(-c2ccc3c(c2)OCO3)o1 (configuration not stated),1.6,3.4,106.0,3.2,-0.6,4.8,-7.6,-0.8,4.0
CCCNC(=O)Nc1cccc(NC(C)=O)c1,2.2,10.1,108.0,11.6,-19.2,2.5,-4.9,-6.1,2.0
C=CCn1c(SCC(=O)NCC2CCCO2)nc2sc(C)c(C)c2c1=O (configuration not stated),-5.6,-5.8,102.0,42.6,-4.2,2.1,0.6,5.0,4.2
CN(C)S(=O)(=O)c1ccc(N2CCCC2)c(C(=O)Nc2ccccc2Br)c1,-1.1,.,.,.,-6.7,5.2,-3.0,2.6,7.3
O=C(CN(c1ccccc1)S(=O)(=O)c1ccccc1)NCCSc1ccccn1,-3.1,1.2,104.0,36.8,1.9,-0.9,-3.0,6.3,2.1
CNc1nc(C23CC4CC(CC(C4)C2)C3)cs1,4.5,-2.4,103.0,27.2,-6.2,1.1,-6.8,-54.6,-1.1
Cc1ccc2cccc(S(=O)(=O)N3CCN(c4ccccc4F)CC3)c2n1,1.7,-10.4,93.0,-16.7,-14.2,6.8,.,32.0,7.6
CC(=O)Oc1c(C)cc(O)c2ccccc12,.,-22.5,98.0,-20.1,.,-4.3,.,.,.
CCN(Cc1ccccc1)C(=O)COC(=O)c1cc(Cl)nc(Cl)c1,-0.9,-7.1,102.0,-18.4,-6.1,1.3,-1.4,14.6,0.4
Cc1cc(C(=O)CSc2nc(N)cc(N)n2)c(C)n1-c1cccc(F)c1,-0.6,-4.7,105.0,0.3,-5.2,0.7,1.5,10.6,1.7
COC(=O)CCC(=O)OC1(C)C(=O)C2=CN(Cc3ccc(OC)cc3)C(c3ccc(OC)cc3)=CC2=C(Br)C1=O (configuration not stated),1.1,.,59.0,.,7.8,-2.9,0.8,3.6,-3.3
CCCN(CCC)CCNC(=O)C1CCN(S(=O)(=O)c2cccc3nsnc23)CC1,1.6,-4.7,102.0,22.4,2.8,-0.9,-6.8,-13.6,9.2
O=C(NCCCn1ccnc1)c1cc2c(s1)CCCCC2,-3.5,-5.2,101.0,14.6,-0.2,-2.5,-5.0,17.4,5.3
COc1cc(NC(=O)c2ccccc2Cl)c(OC)cc1NC(=O)CN1CCOCC1,-1.2,-2.0,98.0,-7.5,4.5,-1.4,-7.3,-11.9,5.4
COCCNS(=O)(=O)c1ccc2c(c1)C(=NO)c1cc(S(=O)(=O)NCCOC)ccc1-2,-2.5,-6.4,110.0,43.2,8.2,-4.4,-0.9,14.5,5.6
CCOc1ccc(CN(C)CC(=O)Nc2ccccc2C(=O)NC2CC2)cc1,0.2,.,.,.,3.1,.,-0.7,-13.1,2.3
NS(=O)(=O)c1cc(C(=O)OCC(=O)NC2CCCCCCC2)ccc1Cl,-0.3,.,.,.,0.6,.,-2.6,10.5,-1.0
SMILES,CRFR2-BP ag,p-CIP stab down,MEKK3 PB1 HTS,PHOSPHO1 inh,M4 PAM,IDE cell inh,GalR3 antag,CRFR2-BP antag,IDE cell activ
COc1cc(NC(=O)COn2nnc3ccc(S(C)(=O)=O)cc32)cc(OC)c1,-3.5,14.0,104.0,24.1,-1.4,-0.3,-2.2,-5.0,1.7
Nc1nnnn1/N=C/c1ccccc1Cl,-0.6,.,.,.,7.9,.,-5.8,-2.6,.
CCn1cc(CN2CCC(n3nccc3NC(=O)C3CCCC3)CC2)cn1,-1.6,6.4,103.0,27.6,9.2,4.7,-7.8,-6.1,5.3
COc1cccc(C(=O)NC2CCCc3c2cnn3-c2cc(C)cc(C)c2)c1 (configuration not stated),0.6,-14.5,100.0,36.0,-9.5,.,-4.5,18.2,0.6
Cc1cc(/C=C(\C#N)C(=O)NCc2ccco2)c(C)n1-c1ccc(C(=O)O)cc1,3.3,-11.2,113.0,1.2,3.2,-5.7,.,24.3,5.7
COc1ccc2[nH]c(C(=O)Nc3ncc(C)cc3Br)cc2c1,2.6,-3.4,104.0,35.7,-7.4,0.3,-0.6,-13.7,3.4
Cc1ccc(S(=O)(=O)N2CCCCC2)cc1NC(=O)COC(=O)C1CC2C=CC1C2 (configuration not stated),0.3,-9.0,102.0,-7.1,-10.3,4.4,-1.3,18.0,2.3
CCC1(c2ccc(F)cc2)NC(=O)N(CC(=O)Nc2cccc(S(=O)(=O)N3CCOCC3)c2)C1=O (configuration not stated),6.1,.,.,.,9.5,.,-1.1,-10.2,0.6
Cc1ccc(CNC(=O)C2CCN(S(=O)(=O)c3ccc4c(c3)OCCCO4)CC2)cc1,-0.1,-11.5,101.0,-6.0,-8.0,2.1,6.7,-7.6,-0.6
C=CCn1c(CNC(=O)c2ccco2)nnc1SCC(=O)Nc1cccc(F)c1,25.3,-6.0,82.0,46.4,4.2,-1.8,0.5,-23.5,-1.7
CC(C)[C@H](NC(=O)c1ccccc1Cl)C(=O)NC1CCCCCC1,-0.5,-5.5,107.0,-29.3,-21.2,-0.2,-1.1,6.3,0.2
